Tb PYK inh = T. brucei pyruvate kinase inhibition. actives 0.12% (n = 410,000). Potency, µM (highest dose often 76.8 µM), for inactives: at the highest dose activity, negative = inhibition, usual class: inhibitors. TbPYK enzyme, Kinase-Glo Plus ATP luminescence, 45 min; active = well fitted inhibition curve with a large enough effect; inconclusive = small, poorly fitted or top-dose-only effect; note: nearly all actives have a fitted effect of over 50% in size
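Enzyme and substrate buffer are dispensed first and compound is pin-transferred. ADP at 130 uM final then starts the reaction, which runs 45 min at room temperature. Detection reagent is added for 10 min before luminescence is imaged.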
Active calls of the source: *; u = inconclusive; [ ] = dose if it differs, or a comment. % is set by controls: 0 for no effect and ±100 for the full control effect; potency is the fitted concentration of half-maximal effect. These rows are one share of the data. The share of hits here may be higher or lower than overall.

Start of the data: the first seven compounds, to show the layout:
SMILES	Tb PYK inh
Cc1ccccc1NC(=O)CSc1ccc(-c2cccs2)nn1	0.1%
COc1ccc(NC(=O)CN2C(=O)c3cccnc3Sc3ccccc32)cc1OC	-5.0%
O=C(CCC1N=C2c3ccccc3N=C(SCc3ccccc3F)N2C1=O)NCc1ccccc1 (stereo not given)	-0.5%
CCNc1ncc2nc(-c3ccc(F)cc3)c(=O)n(CCC#N)c2n1	0.6%
CCc1cnc2c(c1SCC(=O)N1CCC(C)CC1)c(=O)n(C)c(=O)n2C	-5.2%
COc1cc(NC(=O)CSc2nc3nc(C)c(Cc4ccccc4Cl)c(C)n3n2)cc(OC)c1	3.1%
COc1ccc(NC(=O)CCn2nc(-c3ccccc3OC)c3c(C)cc(C)nc32)cc1	-4.3%

The list itself, from the start:
SMILES	Tb PYK inh
Cc1ccccc1NC(=O)CSc1ccc(-c2cccs2)nn1	0.1%
COc1ccc(NC(=O)CN2C(=O)c3cccnc3Sc3ccccc32)cc1OC	-5.0%
O=C(CCC1N=C2c3ccccc3N=C(SCc3ccccc3F)N2C1=O)NCc1ccccc1 (stereo not given)	-0.5%
CCNc1ncc2nc(-c3ccc(F)cc3)c(=O)n(CCC#N)c2n1	0.6%
CCc1cnc2c(c1SCC(=O)N1CCC(C)CC1)c(=O)n(C)c(=O)n2C	-5.2%
COc1cc(NC(=O)CSc2nc3nc(C)c(Cc4ccccc4Cl)c(C)n3n2)cc(OC)c1	3.1%
COc1ccc(NC(=O)CCn2nc(-c3ccccc3OC)c3c(C)cc(C)nc32)cc1	-4.3%
Cc1ccc(C)c(Nc2nc3c(S(=O)(=O)c4ccc(Br)cc4)nnn3c3ccsc23)c1	5.2%
CCOc1cc(C(=O)Nc2ccc(-c3cn4cccnc4n3)cc2)cc(OCC)c1OCC	-7.1%
COc1ccccc1NC(=O)n1ncc2c(C)cccc21	-5.2%
Cc1ccc(Cl)cc1NC(=O)c1nnn(Cc2ccccc2)c1N	2.9%
COc1cccc(CNC(=O)CSc2nc(=O)[nH]c3c2CCCC3)c1	23.6%
CCCC(=O)NC1CC(=O)N(c2ccc3c(c2)OCCO3)C1 (stereo not given)	-1.0%
Cc1nn(CC(=O)NCc2ccc(N(C)C)cc2)c(=O)c2nn(-c3ccccc3)c(C)c12	1.3%
Cc1ccc(NC(=O)c2c(NC(=O)c3ccccc3Cl)sc3c2CCC3)cc1	-1.6%
COC(=O)c1cccc(Nc2c(-c3cc(Br)ccc3O)nc3nc[nH]n23)c1	-4.2%
CCOC(=O)c1ccc(-c2ccc(/C=C(\C#N)C(=O)Nc3ccc(C)cc3OC)o2)cc1	-2.6%
COC(=O)CC1c2cc(OC)c(OC)cc2CCN1C(=O)Nc1ccc(C)cc1Cl (stereo not given)	3.2%
CN(C(=O)C1CCN(c2ncnc3c2nc2n3CCCCC2)CC1)c1ccccc1F	0.8%
Cc1cc(C)c2nc(NC(=O)c3ccc(S(=O)(=O)N4CCc5ccccc54)cc3)sc2c1	-9.6%
O=c1ccc2cc(S(=O)(=O)Nc3ccc(F)c(Cl)c3)ccc2[nH]1	-1.2%
CN(c1nnc(NC(=O)Nc2ccc(Br)cc2)s1)C1CCCCC1	-6.5%
Cc1cc(C)cc(NC(=O)c2cc(S(=O)(=O)N3CCC(C)CC3)cn2C)c1	4.9%
O=C(Oc1ccccc1Cl)c1cc(-c2ccc3c(c2)OCCO3)on1	-0.6%
Cc1c(C(=O)Nc2ccccc2)sc2nc(-c3cc4cc(Cl)ccc4oc3=O)[nH]c(=O)c12	5.1%
CN1CCN(C2(CNC(=O)c3ccc(C(C)(C)C)cc3)CCCCC2)CC1	-2.1%
Cc1ccc(-n2c3nc(=O)[nH]c(=O)c-3cc3c(Cl)cccc32)cc1	-0.1%
CCC(C(=O)NCCc1cc(OC)ccc1OC)n1nc(C)c2sc3ccccc3c2c1=O (stereo not given)	1.0%
CCOc1ccccc1NC(=O)C1CCN(S(=O)(=O)c2cccc3nonc23)CC1	6.3%
COC(=O)C(CCSC)NC(=O)Cn1ncc2c([nH]c3ccccc32)c1=O (stereo not given)	-7.0%

Ordered by heavy-atom count (ascending): part of the list above.
SMILES	Tb PYK inh
CCCC(=O)NC1CC(=O)N(c2ccc3c(c2)OCCO3)C1 (stereo not given)	-1.0%
COC(=O)C(CCSC)NC(=O)Cn1ncc2c([nH]c3ccccc32)c1=O (stereo not given)	-7.0%
COC(=O)CC1c2cc(OC)c(OC)cc2CCN1C(=O)Nc1ccc(C)cc1Cl (stereo not given)	3.2%
Cc1ccc(C)c(Nc2nc3c(S(=O)(=O)c4ccc(Br)cc4)nnn3c3ccsc23)c1	5.2%
COc1ccc(NC(=O)CCn2nc(-c3ccccc3OC)c3c(C)cc(C)nc32)cc1	-4.3%

The list goes on:
SMILES	Tb PYK inh
Cc1ccc(S(=O)(=O)c2nc(-c3ccco3)oc2SCc2ccc(F)cc2)cc1	-3.3%
Cc1ccc(-n2nc(C(=O)Nc3ccc(Cl)cn3)c3c4ccccc4n(C)c3c2=O)cc1	3.9%
Cc1cc(C)cc(NC(=O)CSc2oc(-c3cccs3)nc2S(=O)(=O)c2ccc(Br)cc2)c1	-2.6%
COc1ccc(OC)c(NC(=O)Cn2c(=O)n(-c3cccc(C)c3)c(=O)c3c2c2cc(C)ccc2n3C)c1	0.0%
CCCCCSc1nnc2c(n1)OC(CC)Nc1ccc(Br)cc1-2 (stereo not given)	0.5%
CCOC(=O)CCn1nc(C)c2c(C)n(-c3ccccc3)nc2c1=O	4.0%
CCCNC(=O)CCc1c(C)nc2nc(CNC(=O)c3ccccc3)nn2c1C	3.2%
CC(=O)Nc1ccc(S(=O)(=O)N2CCN(c3ccccc3)CC2)cc1	6.6%
CCOc1ccc(C(=O)c2cn(CC(=O)Nc3ccc4c(c3)OCO4)c3ccc(OCC)cc3c2=O)cc1	0.3%
COc1cccc(CNC(=O)c2nn(-c3ccc(C)cc3)c(=O)c3c2c2ccccc2n3C)c1	-1.0%
CCN1CCN(c2cc3c(cc2F)c(=O)c(S(=O)(=O)c2cc(C)cc(C)c2)cn3CC)CC1	4.7%
O=C(NCCc1ccccc1)c1ccc2c(c1)N(Cc1ccc(F)cc1)C(=O)c1ccccc1S2	0.1%
Cc1ccc(CNC(=O)c2ccc3c(=O)n(-c4ccccc4)c(=O)[nH]c3c2)cc1	-8.9%
COc1cc(CNCCSc2nnnn2C)ccc1OCc1ccc(Cl)cc1Cl	-0.9%
CC1CCN(c2ncnc3c2c(-c2ccccc2)cn3-c2ccc(Br)cc2)CC1	-2.6%
Cc1cc(C)cc(NC(=O)CN2C(=O)c3ccccc3Sc3ncccc32)c1	-9.0%
Cc1oc2c(C)c3oc(=O)c(CCC(=O)N4CCCCC4)c(C)c3cc2c1C	-3.2%
COC(=O)c1sccc1S(=O)(=O)N(CC(=O)Nc1cccc(C)c1C)c1ccc(C)c(C)c1	2.7%
O=C(CC(NCc1cccnc1)C(=O)O)Nc1ccc(F)cc1 (stereo not given)	2.7%
Cc1ccc(Nc2c(-c3ccc(C)s3)nc3ccccn23)cc1	-4.5%
COc1ccc(OC)c(NC(=O)c2c(NCc3ccc(C)o3)sc3c2CCCCC3)c1	u
Cc1nnc(N2CCN(C(=O)NC(C)C)CC2)c2nn(-c3ccccc3)c(C)c12	1.2%
Cc1coc2cc3oc(=O)c(CCC(=O)N4CCCCC4)c(C)c3cc12	1.5%
Cc1cc(C)c(S(=O)(=O)NCC(c2cccs2)S(=O)(=O)c2ccccc2)c(C)c1 (stereo not given)	2.5%
CCOc1ccc(OCC)c(NC(=O)c2nnn(CC(=O)Nc3cc(Cl)ccc3OC)c2N)c1	4.9%
COc1ccc(N(Cc2cccs2)C(=O)c2ccco2)cc1	-11.7%
CSc1nc2c(sc3ccccc32)c(=O)n1Cc1ccc(C)cc1	1.2%
COc1ccc(/C=C/C(=O)Nc2ccc(Cl)cc2Cl)cc1	1.6%
COc1cc(OC)c(OC)cc1CNCCSc1nnnn1-c1ccccc1	2.1%
Cc1nc2ccc(S(=O)(=O)N(CC(=O)Nc3cccc(Cl)c3)Cc3ccccc3)cc2s1	8.7%
CCOC(=O)N1CCc2c(sc(NCc3ccc(OCC)cc3)c2C(=O)Nc2ccc(OC)cc2OC)C1	u
Cc1cccc(C)c1NC(=O)c1nc(S(C)(=O)=O)ncc1N(Cc1ccc(F)cc1)Cc1ccco1	-2.7%
CC(=O)N1c2ccc(S(=O)(=O)NCCC(=O)Nc3ccc(C)cc3Br)cc2CC1C (stereo not given)	2.8%
O=C(c1ccc2c(c1)N(Cc1ccccc1Cl)C(=O)c1ccccc1S2)N1CCCC1	0.6%
O=C(Nc1ccccc1)c1ccc(Cl)c(S(=O)(=O)Nc2ccccc2)c1	-1.5%
COc1ccc(CNC(=O)c2cn(-c3cccc(OC)c3)c(=O)c3ccccc23)cc1	0.0%
Cc1cc(Nc2cccc(Cl)c2)nc2ccc(NC(=O)Cc3ccc(Cl)cc3)cc12	4.1%
CC(=O)N1CCc2c(sc3c2c(=O)n(Cc2ccccc2)c(=O)n3Cc2ccccc2F)C1	5.0%
COc1ccccc1N1CCN(c2nc3ccc(C)cc3nc2-n2nc(C)cc2C)CC1	-2.5%
Cc1cc(C)cc(NC(=O)Cn2cc(C(=O)c3ccccc3)c(=O)c3ccc(C)nc32)c1	4.3%
CCN(CC)CCNC(=O)c1ccc2c(c1)sc1nc(-c3ccc(F)cc3)cn12	-8.9%
COc1ccc2c(C)c(CCC(=O)NCc3ccc(Cl)cc3)c(=O)oc2c1C	-1.5%
CCOC(=O)c1ccc(Nc2ncnc3c2cnn3-c2cccc(Cl)c2)cc1	-0.3%
CCOc1ccc(NC(=O)Cn2cc(C(=O)c3ccc(F)cc3)c(=O)c3cc4c(cc32)OCCO4)cc1	-6.8%
COc1ccc(NC(=O)c2ccc(NC(=O)CCS(=O)(=O)c3cccs3)cc2)cc1Cl	-9.8%
O=C(NC1CCCC1)c1ccc2c(c1)N(Cc1ccccc1F)C(=O)c1ccccc1S2	1.2%
Cc1ccc(Cn2c(=O)n(-c3cc(C)cc(C)c3)c(=O)c3oc4ccccc4c32)cc1	2.2%
CSc1cccc(Nc2nc3c(S(=O)(=O)c4ccccc4)nnn3c3ccc(Cl)cc23)c1	2.3%
Cc1ccc(OCc2cc(=O)n3cc(C)sc3n2)c(NC(=O)c2ccco2)c1	1.9%
Cc1ccc(CNC(=O)C(C)n2c(=O)cc(C(F)(F)F)c3c(C)nn(C)c32)cc1 (stereo not given)	-3.7%
O=C(Cn1nnc2sc3c(c2c1=O)CCCC3)Nc1ccc(F)c(Cl)c1	3.1%
COc1cc(NC(=O)c2cccc(Cl)c2Cl)ccc1NC(=O)c1cc2ccccc2o1	4.2%
COC(=O)c1ccccc1NC(=O)c1cc2c(s1)-c1ccccc1OC2	-9.5%
COc1cc(NC(=O)CSc2nnc(C)n3c2cc2oc(C)cc23)cc(OC)c1	-3.8%
CCCSc1oc(-c2cccs2)nc1S(=O)(=O)c1ccc(Cl)cc1	-6.3%
O=C(NCCCN1CCN(c2cccc(Cl)c2)CC1)c1sc2ncccc2c1-n1cccc1	-5.4%
COc1cc2[nH]c(=O)n(CCCC(=O)NCc3ccccc3Cl)c(=O)c2cc1OC	-6.2%
COc1ccc(-n2ncc(C(=O)Nc3ccc4c(c3)OCO4)c2C2CCN(C(=O)OC(C)(C)C)CC2)cc1	-1.7%[15.4 µM]
CCOc1ccc(NC(=O)CSc2nc(-c3cccc(Cl)c3)nc3c2Cc2c(CO)cnc(C)c2O3)cc1	0.9%
C=CCc1ccccc1OCc1nc2ccc(C)cc2[nH]1	3.7%
Going on with the list.
SMILES	Tb PYK inh
O=C(Nc1ccccc1F)C(Cc1ccccc1)N1Cc2ccccc2C1=O (stereo not given)	1.7%
CCC(CC)C(=O)Nc1ccc(OCc2cc(=O)n3ccsc3n2)cc1	-0.1%
COc1ccccc1CCNC(=O)c1cccn1-c1nnc(N2CCCC2)s1	2.3%[15.4 µM]
COc1ccc(-c2cc(C(F)(F)F)nc(S(=O)(=O)CCCC(=O)Nc3ccccc3C(F)(F)F)n2)cc1OC	7.9%
CCOc1ccccc1N1CC(c2nc3ccccc3n2CCCOc2ccccc2OC)CC1=O (stereo not given)	2.1%
Cc1ccc(C)c(NC(=O)CSc2nc(-c3ccccc3)cc(=O)[nH]2)c1	-1.8%
Cc1ccc2c(c1)-c1c(c(C(=O)N3CCN(c4cc(Cl)ccc4C)CC3)nn1C)CS2	-7.5%
CC(C)Oc1ccc(CNC(=O)Cn2c(-c3cccs3)cc3ccccc32)cc1	-0.1%
COCCCNC(=O)c1ccc(-n2c(-c3ccccc3)cc3c2CCCC3)cc1	-6.3%
Cn1cc(CCCC(=O)NCc2ccccc2Cl)c2ccccc21	-10.4%
Cc1ccc(Cl)cc1N1CCN(C(=O)c2cc(S(=O)(=O)N3CCC(C)CC3)cn2C)CC1	0.5%
COc1ccc(-c2nnc(SCC(=O)NCc3ccc(C)cc3)nc2-c2ccc(OC)c(OC)c2)cc1OC	-0.9%
Cc1ccccc1Nc1cc(C(=O)NC2CCCC2)c2ccccc2n1	-1.1%
O=C(NCc1cccc(Cl)c1)C1CCCN(c2ncnc3onc(-c4ccc(F)cc4)c23)C1 (stereo not given)	-7.1%
CCN(CC)C(=O)c1sc2c(c1C)c(=O)n(Cc1ccccc1)c(=O)n2Cc1ccccc1C	0.2%
CC(C)Nc1nc2c(-c3cccc(Br)c3)nnn2c2ccccc12	2.1%
O=C(Nc1sc2c(c1C(=O)Nc1ccc(Cl)cc1)CCCC2)c1cccs1	0.8%
Cc1nn(CC(=O)N2CCN(c3ccccc3F)CC2)c(=O)c2cccn12	-5.7%
COc1ccccc1N1CCN(C(=O)c2ccc3c(c2)N(Cc2ccccc2)C(=O)c2ccccc2S3(=O)=O)CC1	2.8%
COc1ccc(NC(=O)CCc2nc3cccnc3n2-c2ccccc2)c(OC)c1	-1.9%
COc1cccc(-n2cc(C(=O)Nc3cc(C)c(Cl)cc3OC)c3ccccc3c2=O)c1	-1.2%
CC1CCN(C(=O)CSc2c3c(nc4cc(Cl)ccc24)CCCC3)CC1	-9.6%
COc1cc(Cl)c(NC(=O)c2cc(CN3CCCC3)on2)c(OC)c1	-13.6%
